# From PubChem
# EPAC1 ag – qHTS for Agonist of cAMP-regulated guanine nucleotide exchange factor 3 (EPAC1): primary screen | Rap guanine nucleotide exchange factor 3 (Homo sapiens), O95398 | EPAC1 agonist qHTS, biochemical assay; response scale: 100% = response to 6.5 mM cAMP | Potency, µM (top dose mostly 154 µM), for inactives: top-dose activation, most hits filed as activators | hit rate 0.073% among 360,000; also: nearly all actives have a fitted effect of over 60% in size
#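 Fluorescent GDP-exchange assay: 100 nM EPAC1 with 250 nM Rap1B preloaded with BODIPY-GDP and 50 uM GDP; compounds tested as concentration series, 5 min at room temperature, then read every 5 min for 30 min (ex 480/em 540 nm); normalized to 6.5 mM cAMP.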
# EPAC2 ag – qHTS for Agonist of cAMP-regulated guanine nucleotide exchange factor 4 (EPAC2): primary screen; Potency, µM (highest dose often 154 µM), inactives show at the highest dose activation, most hits filed as activators; hit rate 0.079% among 360,000; EPAC2 activation, biochemical qHTS; response scale: 100% = 6.5 mM cAMP response; also: nearly all actives have a fitted effect of over 50% in size
# Target sequence (Q8WZA2 whole entry, looked up): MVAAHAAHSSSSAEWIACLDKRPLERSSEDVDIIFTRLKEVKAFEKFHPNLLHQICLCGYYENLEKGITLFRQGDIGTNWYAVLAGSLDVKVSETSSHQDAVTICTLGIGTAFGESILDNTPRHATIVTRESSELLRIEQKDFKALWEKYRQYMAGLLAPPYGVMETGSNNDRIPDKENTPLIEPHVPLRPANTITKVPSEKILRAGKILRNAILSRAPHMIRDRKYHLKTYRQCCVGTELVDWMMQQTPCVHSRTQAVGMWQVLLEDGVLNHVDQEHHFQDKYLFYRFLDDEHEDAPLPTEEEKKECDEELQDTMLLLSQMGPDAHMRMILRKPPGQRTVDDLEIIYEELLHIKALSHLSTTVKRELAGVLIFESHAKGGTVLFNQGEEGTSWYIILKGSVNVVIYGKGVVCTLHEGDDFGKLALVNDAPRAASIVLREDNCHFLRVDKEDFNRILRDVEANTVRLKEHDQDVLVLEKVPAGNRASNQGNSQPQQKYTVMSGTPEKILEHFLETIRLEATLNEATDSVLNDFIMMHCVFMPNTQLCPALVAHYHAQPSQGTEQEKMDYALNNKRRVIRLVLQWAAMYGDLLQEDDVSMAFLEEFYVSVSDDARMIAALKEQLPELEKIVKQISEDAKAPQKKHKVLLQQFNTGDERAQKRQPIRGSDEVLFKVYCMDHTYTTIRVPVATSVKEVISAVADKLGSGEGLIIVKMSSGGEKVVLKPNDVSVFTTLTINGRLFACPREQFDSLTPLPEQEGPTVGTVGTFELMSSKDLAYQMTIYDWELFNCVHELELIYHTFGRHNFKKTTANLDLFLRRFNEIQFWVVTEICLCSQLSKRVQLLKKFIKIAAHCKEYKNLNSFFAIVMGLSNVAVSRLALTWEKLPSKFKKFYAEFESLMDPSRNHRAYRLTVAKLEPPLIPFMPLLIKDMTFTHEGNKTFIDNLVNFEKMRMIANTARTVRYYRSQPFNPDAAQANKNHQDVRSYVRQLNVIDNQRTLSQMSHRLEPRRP
#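 Guanine nucleotide exchange by EPAC2 is measured as reduced fluorescence of BODIPY-GDP once it is released from 250 nM Rap1B. Plates are read kinetically for 30 min at room temperature; results are scaled to 6.5 mM cAMP.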
# EPAC1 antagonist – qHTS for Antagonist of cAMP-regulated guanine nucleotide exchange factor 3 (EPAC1): primary screen; EPAC1 GEF assay, Rap1b-BODIPY-GDP exchange fluorescence; Potency, µM (top dose mostly 115 µM), for the others: at the highest dose activity change, negative = inhibition, usual class: inhibitors; Rap guanine nucleotide exchange factor 3 (Homo sapiens), O95398; hit rate 0.14% among 360,000;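 also: plate controls were vehicle for no effect and positive control for full effect; nearly all actives have a fitted effect of over 50% in size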
# TDP43 rescue – qHTS of TDP-43 Inhibitors | TDP-43 expressing yeast growth rescue, BacTiter-Glo, 24 h | Potency, µM (titrated, usually from 46.1 µM), without a hit: at the highest dose growth rescue (activation), actives largely listed as activators | hit rate 1.8% among 410,000; also: % of control where 0% means no effect; nearly all actives have a fitted effect of over 50% in size
#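 Galactose-induced TDP-43 yeast, OD600=0.02, compound pinned; 24 hr, 30 deg C; BacTiter-Glo luminescence for growth. Inhibitors of TDP-43 toxicity read as activators.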
# EPAC2 antag – qHTS for Antagonist of cAMP-regulated guanine nucleotide exchange factor 2 (EPAC2): primary screen; EPAC2 GEF exchange of Rap1B-BODIPY-GDP, fluorescence; Potency, µM (top dose mostly 114 µM), without a hit: at the highest dose activity, negative = inhibition, usual class: inhibitors; hit rate 0.18% among 360,000; Rap guanine nucleotide exchange factor 4 (Homo sapiens), Q8WZA2; also: % is scaled to controls: 0 for no effect and ±100 for the full control effect; nearly all actives have a fitted effect of over 45% in size; many of its hits are not listed in these tables
# PTHR1 agonist – qHTS for PTHR1 Agonists: Primary Screen; Parathyroid hormone/parathyroid hormone-related peptide receptor (Homo sapiens), Q03431; HEK293 GP2 PTHR1 cells, GloSensor cAMP luminescence, 1 h; Potency, µM (series often up to 115 µM), without a hit: top-dose activation, actives largely listed as activators; hit rate 0.075% among 410,000; also: nearly all actives have a fitted effect of over 55% in size; some results filed as inactive show a strong effect at the top dose; inactives centre near -15; many of its hits are not listed in these tables
#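 HEK-293-derived GP2 cells expressing PTHR1 and a GloSensor cAMP reporter, 3,000/well, plated overnight, given luciferin plus IBMX (each 0.5 mM as added) for 1 h at 37 °C, then compound for 1 h at 37 °C. Luminescence was read after 15 min at room temperature.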
# aSyn rescue – qHTS of alpha-syn Inhibitors | Yeast expressing alpha-synuclein, growth rescue, BacTiter-Glo, 24 h | Potency, µM (doses to about 46.1 µM), for the others: at the highest dose growth rescue (activation), actives largely listed as activators | hit rate 0.14% among 370,000 | AID 652106, 2013; also: % of control where 0% means no effect; nearly all actives have a fitted effect of over 65% in size
#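 Readout is rescue of growth in alpha-synuclein-expressing yeast, so inhibitors of toxicity appear as activators. Growth after 24 hr at 30 deg C in galactose medium is quantified by luminescence.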
# FUS yeast rescue – qHTS for Suppressors of FUS Proteinopathy: Primary screen using FUS-linked yeast assay; S. cerevisiae FUS-expressing, growth rescue, OD600, 24 h; Potency, µM (doses to about 76.6 µM), without a hit: at the highest dose growth rescue (activation), usual class: activators; hit rate 0.24% among 390,000;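 also: plate controls were DMSO vehicle for no effect and reference control for full effect; nearly all actives have a fitted effect of over 55% in size; some results filed as inactive show a strong effect at the top dose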
#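 S. cerevisiae expressing FUS from galactose induction served as the toxicity model. Growth after 24hr at 30C, read as absorbance at 600 nm, indicates suppression of toxicity; compounds dosed at several concentrations.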
# * marks the source's active call; other numbers are inactive results; i = inactive; ? = inconclusive; . = not tested or not shown; [ ] = another dose, or the depositor's remark. Calls follow the shape of the dose curve; as a rule, active = well fitted curve in the direction sought with a large enough effect; inconclusive = small, poorly fitted or top-dose-only effect, or another doubt; inactive = no such curve, though single readings can be large; an effect the other way counts as inactive or inconclusive. Potency is read from the fitted curve at half-maximal effect.
SMILES,EPAC1 ag,EPAC2 ag,EPAC1 antagonist,TDP43 rescue,EPAC2 antag,PTHR1 agonist,aSyn rescue,FUS yeast rescue
CCN1CCN(C(c2ccc(OC)cc2)c2nnnn2Cc2ccc3c(c2)OCO3)CC1 (configuration not stated),8%,29%,-5%,3%,39%[activator],i,8%,4%
COCCN(C(=O)COC(=O)CCc1ccccc1OC)c1c(N)n(Cc2ccccc2)c(=O)[nH]c1=O,-8%,-3%,5%,-22%,7%,-23%,-5%,33%
O=C(O)c1cc(-c2ccco2)[nH]n1,-3%,5%,1%,-6%,8%,i,0%,-1%
O=C(CCS(=O)(=O)c1cccc2nonc12)N1CCOCC1,0%,0%,0%,-3%,6%,i,0%,13%
CCn1cc(Cl)c(C(=O)N2N=C3/C(=C/c4cccs4)CCCC3C2c2cccs2)n1 (configuration not stated),4%,11%,-13%,16%,-5%,-31%[inhibitor][57.5 µM],3%,13%
COc1cc(C#N)ccc1OCC(=O)c1ccc2c(c1)OCCO2,12%,10%,6%,-15%,0%,i,2%,?
CC(=O)c1sc(NC(=O)c2ccc(Br)o2)nc1C,1%,-1%,13%,11µM*,-3%,i,-2%,7%
CN1CCN(C(=O)C2=C[C@H](c3ccc4c(c3)OCO4)C[C@H](OCc3ccc(CO)cc3)O2)CC1,4%,8%,-9%,10%,11%,-17%,-1%,-9%
O=C1CCCC/C1=N\Nc1ccc(OCc2ccccc2)cc1,2%,9%,-3%,1%,0%,-22%,1%,21%
COc1cc(C(C)=O)ccc1OCC(=O)N1CCC(Cc2ccccc2)CC1,-6%,5%,-3%,?,6%,-2%,12%,9%
CCN(CC)S(=O)(=O)c1ccc2oc(C(=O)N3CCc4ccccc4C3)c(C)c2c1,-11%,-5%,1%,24%,-2%,i,-1%,.
Cc1ccc(S(=O)(=O)NN2C(=O)/C(=C/c3ccc(F)cc3)SC2=S)cc1,-4%,6%,-13%,1%,-2%,i,7%,12%
CC1CCCC(C)N1C(=O)COc1ccc(C(=O)Nc2ccccc2N2CCOCC2)cc1 (configuration not stated),-4%,0%,-6%,-3%[9.22 µM],7%,i,11%,7%
O=C(COc1ccccc1C(=O)Nc1ccccc1)c1ccc(Br)cc1,6%,9%,-14%,-23%,1%,-6%,2%,7%
CCCCn1c(N)c(N(CCC)C(=O)C2CCCC2)c(=O)[nH]c1=O,-3%,-3%,18%,13%,2%,-19%,1%[1.84 µM],28%
CN(C)c1ccc(C(O)P(=O)(OCc2ccccc2)c2ccc(N(C)C)cc2)cc1 (configuration not stated),8%,5%,3%,-21%,-11%,i,-3%,33%
CCC(Cc1ccccc1)NC(=O)Cn1cccc1C(=O)c1ccccc1 (configuration not stated),-6%,4%,-16%,19%,-19%,-35%,0%,-18%
COc1cc(/C=N/NC(=O)c2cc(-c3ccccc3)sc2N)cc(OC)c1OC,11%,20%,-4%,4%,-1%,-10%,7%,45%
COc1cc(NC(=O)c2ccc(-c3ccc(Br)cc3)o2)ccc1NC(=O)C(C)C,14%,-3%,3%,5%,3%,-16%,-5%,0%
CN(CC(=O)Nc1ccc(Cl)c(C(F)(F)F)c1)C(=O)CNC(=O)C1CCCCC1,3%,4%,6%,11%,2%,-50%[inhibitor],-5%[1.84 µM],6%
O=C(NC1(C(F)(F)F)C(=O)Nc2c1c(=O)[nH]c(=O)n2Cc1ccco1)C1CCCCC1 (configuration not stated),-3%,-4%,4%,10%,7%,i,-3%,3%
CCCCCCCCCCCC1N=C(N)NC(CCCO)=C1C(=O)OC (configuration not stated),2%,-20%,-2%,-27%,-25%,-18%,-34%[inhibitor],.
COCCCn1c(SCC(=O)NC(C)(C)C)nnc1-c1ccccc1,3%,21%,3%,18%,-9%,i,-3%,.
O=C(CSc1nnc(Nc2ccccc2)s1)Nc1ccc(S(=O)(=O)N2CCOCC2)cc1,4%,-5%,-10%,15%,-10%,-22%,1%,1%

# By substructure, the compounds so far containing a Cl atom (2)
SMILES,EPAC1 ag,EPAC2 ag,EPAC1 antagonist,TDP43 rescue,EPAC2 antag,PTHR1 agonist,aSyn rescue,FUS yeast rescue
CCn1cc(Cl)c(C(=O)N2N=C3/C(=C/c4cccs4)CCCC3C2c2cccs2)n1 (configuration not stated),4%,11%,-13%,16%,-5%,-31%[inhibitor][57.5 µM],3%,13%
CN(CC(=O)Nc1ccc(Cl)c(C(F)(F)F)c1)C(=O)CNC(=O)C1CCCCC1,3%,4%,6%,11%,2%,-50%[inhibitor],-5%[1.84 µM],6%

# Next section:
SMILES,EPAC1 ag,EPAC2 ag,EPAC1 antagonist,TDP43 rescue,EPAC2 antag,PTHR1 agonist,aSyn rescue,FUS yeast rescue
O=C(O)CC(c1cccc(Cl)c1)n1cccc1 (configuration not stated),9%,-4%,-11%,-23%,-5%,i,-1%,18%
COc1cc(C(=O)N/N=C(\c2ccccc2)c2ccccn2)cc(OC)c1OC,5%,11%,-17%,3%,15%,-67%[inhibitor],12%,8%
C=CCN1C(=O)c2ccc(C(=O)N(C)CC(=O)Nc3ccc(Br)cc3C)cc2C1=O,4%,4%,-12%,-15%,-14%,-5%,-3%,16%
COC(=O)c1ccc(CN2CCN(Cc3ccccc3)C(CCO)C2)cc1 (configuration not stated),-9%,-1%,9%,-23%,4%,i,9%,9%
CC(CNC(=O)Cn1ccc2cc(S(=O)(=O)N3CCCC3)ccc21)c1ccccc1 (configuration not stated),-2%,2%,-24%,5%,0%,-17%,0%,8%
O=C(COC(=O)CNS(=O)(=O)c1c(F)cccc1F)NC(=O)NC1CCCCC1,-7%,8%,-9%,17%,-7%,i,3%[1.84 µM],13%
COc1ccccc1/C=C/C(=O)NCCc1ccccn1,5%,-3%,29%,-10%,16%,i,0%,-5%
COC(=O)N/N=C\c1c(C)nn(-c2ccccc2)c1Cl,4%,18%,-4%,?,5%,i,-5%,-8%
O=C(CCC(=O)OCc1ccc(C(=O)Oc2ccccc2)cc1)Nc1cccc2ccccc12,11%,2%,-2%,10%,10%,i,-7%,11%
Clc1ccc(CN2C3=NCCN3c3ccccc32)cc1,0%,4%,3%,17%,10%,-14%,10%,-33%
CC1(OC(=O)CCc2ccccc2)C(=O)C=C2C=C(c3ccc(C#N)cc3)N(CC3CC3)C=C2C1=O (configuration not stated),-10%,7%,-13%,-19%,7%,16%,3%,32%
O=C(Nc1ccc(CN2CCOCC2)cc1)c1ccc(-c2cccc(Cl)c2)o1,3%,11%,-4%,18%,3%,-30%,-9%,13%
O=C(NC1CC2CCCC(C1)N2C(=S)Nc1ccccc1)C1CC1 (configuration not stated),2%,9%,14%,0%,0%,i,3%,-9%
NC(=O)c1ccc2c(=O)c(O)c(-c3cc(Cl)c(N)c(Cl)c3)[nH]c2c1,-25%,2%,-3%,-2%,31%[activator],-8%,-3%,-15%
CCOC(=O)CSc1n[nH]c(NC(C)=O)n1,5%,4%,-8%,22%,10%,i,0%,-36%
Cc1cccc(C)c1NC(=O)CN(C)C(=O)c1cc([N+](=O)[O-])ccc1N1CCOCC1,-2%,4%,14%,2%,7%,-24%,-4%,9%
COc1ccc(COCC(O)CN(Cc2ccco2)Cc2ccccc2O)cc1 (configuration not stated),-12%,9%,-29%,2%,-1%,-1%,-3%,.
CC1CCN(S(=O)(=O)c2ccc3c(c2)N(CC(=O)NCc2ccccc2Cl)C(=O)CO3)CC1,.,.,.,-16%,.,-15%,1%,-13%
CCOC(=O)N1CCC(Nc2c(NCCN3CCN(c4cccc(Cl)c4)CC3)c(=O)c2=O)CC1,7%,10%,?,12%,-1%,-7%,3%,-16%
O=C(Nc1ccc(N=Nc2ccccc2)cc1)c1ccc(Cl)cc1Cl,0%,3%,3%,-7%,-1%,-19%[57.5 µM],-2%,-18%
O=S(=O)(NC1c2cccc3cccc(c23)C1Sc1ncccn1)c1ccccc1 (configuration not stated),19%,12%,-12%,22µM*,2%,-6%,9%,22%
Cc1ccc(SCCNS(C)(=O)=O)cc1,17%,14%,-26%,-11%,-6%,i,1%,8%
CCOC(=O)C1CCN(C(=O)c2c(C)nn(-c3ccc(F)cc3)c2-n2cccc2)CC1,.,.,.,?,.,-18%,-14%,10%
CNC(=O)/C(C#N)=C/c1cn(CC(=O)NCc2ccco2)c2ccccc12,-10%,-9%,-11%,-10%,13%,-9%,-5%,13%
O=C(COC(=O)c1ccccc1Cl)Nc1ccc2[nH]c(=O)[nH]c2c1,13%,8%,-19%,-15%,18%,i,-2%,13%
CC(=O)c1ccc(NS(=O)(=O)c2ccc(C(C)(C)C)cc2)cc1,11%,7%,-22%,8%,-29%,-39%[inhibitor],11%,-2%
COC(=O)c1ccccc1NC(=O)Nc1cccnc1,-1%,8%,7%,-2%,-1%,-1%[57.5 µM],0%,-12%
O=c1c(C(c2ccccc2)c2c(O)nc3n(c2=O)CCCS3)c(O)nc2n1CCCS2,0%,-6%,0%,10%,3%,i,7%,37%
Cc1ccc2c(CN3CCN(S(=O)(=O)c4ccccc4C(F)(F)F)CC3)cc(=O)oc2c1C,-2%,11%,?,30%,-4%,-95%[inhibitor],13%,?
S=c1[nH]nc(COc2ccccc2)n1/N=C/C=C/c1ccco1,0%,4%,?,-8%,10%,i,-1%,20%
CC(C)c1ccc(NC(=O)C2CCN(c3ncnc4c3nc3n4CCCCC3)CC2)cc1,-3%,-8%,18%,6%,6%,-15%,3%,-5%
O=C(NNC(=O)c1ccc(Cl)s1)c1csc(N2CCOCC2)n1,9%,3%,-6%,0%,-5%,-4%,1%,6%
O=C(CN1CCN(C(=O)C2COc3ccccc3O2)CC1)Nc1ccc(F)cc1 (configuration not stated),2%,6%,-22%,3%,0%,i,?,6%

# Pulled by structure from above (2):
SMILES,EPAC1 ag,EPAC2 ag,EPAC1 antagonist,TDP43 rescue,EPAC2 antag,PTHR1 agonist,aSyn rescue,FUS yeast rescue
CC(C)c1ccc(NC(=O)C2CCN(c3ncnc4c3nc3n4CCCCC3)CC2)cc1,-3%,-8%,18%,6%,6%,-15%,3%,-5%
O=c1c(C(c2ccccc2)c2c(O)nc3n(c2=O)CCCS3)c(O)nc2n1CCCS2,0%,-6%,0%,10%,3%,i,7%,37%

# An excerpt; the hit share may differ from the screen's.
